# Compound activity deposited in PubChem by National Center for Advancing Translational Sciences (NCATS).
# N370S GC: inhibits or activates N370S mutant glucocerebrosidase; N370S GC spleen homogenate, 4MU-glucoside fluorescence; hit rate 0.092% among 330,000; AID 2101; Potency, µM (series often up to 59.4 µM), without a hit: top-dose activity change, negative = inhibition, usual class: inhibitors; P04062;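 further: 0% = full enzyme activity and -100% = no enzyme basal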
# FEN1 inhibitor: blocks human flap endonuclease 1. hit rate 0.35% among 390,000. Recombinant FEN1 flap cleavage, fluorescence, 15 min. P39748. Potency, µM (doses to about 114 µM), for the others: top-dose activity change, negative = inhibition, actives largely listed as inhibitors. AID 588795; further: nearly all actives have a fitted effect of over 65% in size
#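 Read-out was taken twice, immediately and after 15 min, following addition of 50 nM substrate to 10 nM FEN1 that had sat with test compound for 15 min at room temperature. Curves came from a four-parameter Hill model.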
# KAT2A inh: blocks human GCN5L2 histone acetyltransferase; Q92830; GCN5L2 HAT assay, ThioGlo1 CoA-SH fluorescence; Potency, µM (titrated, usually from 58.9 µM), without a hit: at the highest dose activity change, negative = inhibition, usual class: inhibitors; hit rate 0.21% among 390,000; AID 504327
# Target sequence (Q92830 whole entry, looked up): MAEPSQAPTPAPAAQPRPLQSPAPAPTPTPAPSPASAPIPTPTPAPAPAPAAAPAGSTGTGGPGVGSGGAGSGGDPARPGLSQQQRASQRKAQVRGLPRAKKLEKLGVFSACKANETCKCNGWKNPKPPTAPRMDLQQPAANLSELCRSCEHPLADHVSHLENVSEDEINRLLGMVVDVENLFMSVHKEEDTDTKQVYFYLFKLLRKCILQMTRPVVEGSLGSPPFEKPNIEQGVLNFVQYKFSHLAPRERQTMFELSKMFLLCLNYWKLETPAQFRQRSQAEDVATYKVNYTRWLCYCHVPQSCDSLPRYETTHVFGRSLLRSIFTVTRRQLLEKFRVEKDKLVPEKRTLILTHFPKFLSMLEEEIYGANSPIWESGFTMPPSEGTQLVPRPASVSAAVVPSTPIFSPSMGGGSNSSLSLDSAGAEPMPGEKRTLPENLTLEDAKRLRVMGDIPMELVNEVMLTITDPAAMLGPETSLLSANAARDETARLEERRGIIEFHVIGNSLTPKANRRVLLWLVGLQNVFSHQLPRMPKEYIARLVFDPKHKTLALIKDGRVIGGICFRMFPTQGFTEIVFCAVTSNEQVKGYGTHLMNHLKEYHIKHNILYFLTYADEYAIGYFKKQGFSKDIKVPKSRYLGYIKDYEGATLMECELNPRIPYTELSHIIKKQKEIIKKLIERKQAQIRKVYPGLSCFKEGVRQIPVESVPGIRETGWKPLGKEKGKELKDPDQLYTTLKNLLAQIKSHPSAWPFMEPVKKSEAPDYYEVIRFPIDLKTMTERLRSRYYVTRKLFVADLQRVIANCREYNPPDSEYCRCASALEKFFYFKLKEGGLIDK
#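 GCN5L2 (20nM final) in 50mM HEPES, 0.1mM EDTA pH 7.5, 0.01% Tween-20 was preincubated 15 min at room temperature with compound, then given ThioGlo1 (50uM), H3(1-25) peptide (75uM) and acetyl-CoA (70uM); CoA-thiol fluorescence (Ex340/Em540) was read at 0 and 20 min.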
# * marks the source's active call; other numbers are inactive results; ? = inconclusive; nt = not tested or not shown; & = joins results of further samples; [ ] = another dose, or the depositor's remark. The call rests on the fitted dose curve; in most records, active means well fitted curve in the direction sought with a large enough effect; inconclusive means small, poorly fitted or top-dose-only effect, or another doubt; inactive means no such curve, though single readings can be large; an effect the other way counts as inactive or inconclusive. Unless noted, on the % scale 0 is the no-effect control and ±100 the full control effect; potency means the concentration at half of the fitted maximal effect.
SMILES,N370S GC,FEN1 inhibitor,KAT2A inh
CCc1ccc2c(CN(C)Cc3ccc(OC(F)F)c(OC)c3)cc(=O)oc2c1,0.3%,-19.9%,-9.9%
O=C(NCC1CCN(c2ccc(S(=O)(=O)N3CCOCC3)cc2)CC1)Nc1ccccc1F,-12.1%,-2.5%,-8.1%
CCc1ccc(/C=C/C(=O)C2C(=O)c3ccccc3C2=O)cc1,4.3%,8.4%,?
CCOC(=O)[C@H](N)/C=C(\C)CP(=O)(O)O,-5.0%,nt,-13.9%[0.501 µM]
CCC(CC)C(=O)N1CCc2cc(OC)c(OC)cc2C1COc1ccc(F)cc1 (stereo unspecified),nt,-20.3%,-5.5%
CS(=O)(=O)N(CC(=O)NCC1CCCO1)c1cccc([N+](=O)[O-])c1 (stereo unspecified),-0.2%,3.9%,-2.7%
COc1ccc(CCNC(=O)C2CCCN(c3nc(C)cc(C)n3)C2)cc1 (stereo unspecified),12.5%,-7.4%,-10.8%
O=C(CSc1nnc(-c2cccnc2)n1Cc1ccco1)Nc1nc(-c2ccc(F)cc2)cs1,0.7%,-4.9%,-4.1%
C[C@H](CO)N1C[C@H](C)[C@@H](CN(C)Cc2ccc(C(=O)O)cc2)Oc2c(NC(=O)c3ccncc3)cccc2C1=O,nt,13.8%,-5.9%
O=C(NC1CCOCC1)C1CCC(=O)N(Cc2ccc(Cl)cc2)C1 (stereo unspecified),-32.0%,-2.2%,-2.3%
COc1ccc2[nH]cc(CCNC(=S)NCCc3ccccc3)c2c1,26.4%,-1.7%,-7.8%
O=C(CSc1ccccc1)Nc1ccc(C(=O)Nc2ccc(O)cc2)cc1,8.1%,-12.3%,-20.5%
COc1ccc(OC)c(C2CC(=O)Nc3ccc4ccccc4c32)c1 (stereo unspecified),nt,-10.7%,-1.2%
COc1ccc(NC(=S)N(CCc2c(C)[nH]c3ccccc23)Cc2cccnc2)cc1,-7.3%,5.2%,1.4%
Cc1ccc(-n2ncc3c2CC(C)(C)CC3NC(=O)CCc2ccncc2)cc1 (stereo unspecified),-7.3%,9.4%,1.6%
Clc1cc2c(c(Cn3cnc4ccccc43)c1)OCOC2,?,-10.1%,-1.3%
CC1(C)C(=O)N(CCN2CCC(C(=O)c3ccc(F)cc3)CC2)c2ccccc21,-5.1%&-2.1%,-7.0%,-10.4%&1.9%
CCn1c(=O)c2c(nc3n2CCN3c2ccc(OC)cc2)n(C)c1=O,nt,-6.7%,-4.9%
Cc1oc(-c2ccc(C(=O)NCc3ccc(N(C)C)cc3)cc2)nc1COc1ccccc1,nt,-3.7%,-0.2%
Cc1cc(C)cc(-n2c(SC(C)C(=O)NCc3ccc4c(c3)OCO4)nc3ccccc3c2=O)c1 (stereo unspecified),18.7%,9.2%,-7.7%
O=C(COC(=O)C1CCC1)NCc1ccc(F)cc1,-0.7%,-0.7%,-4.6%
COCCN(CCOC)S(=O)(=O)c1ccc(C(=O)Nc2sc3c(c2C(=O)OC)CCN(C)C3)cc1,nt,11.1%,-6.0%
O=C(COn1nnc2ccccc21)N1CCN(Cc2ccccc2)CC1,2.8%,-1.9%,-0.3%
Cn1c(-c2cc3ccccc3oc2=O)nc2ccccc21,-0.1%,16.4%,-9.1%
CCCCNC(=O)CSc1nc2nc(C)c(Cc3ccccc3C)c(C)n2n1,nt,-4.6%,2.4%
# (list continues)
SMILES,N370S GC,FEN1 inhibitor,KAT2A inh
CCN1C(=O)c2cccc3c(S(=O)(=O)NC(Cc4c[nH]c5ccccc45)C(=O)O)ccc1c23 (stereo unspecified),5.6%,-2.5%,-2.5%
O=C(O)C(c1ccccc1)N1C(=O)c2cccc3cccc(c23)C1=O (stereo unspecified),-4.0%,21.7%,-0.2%
Cn1c(=O)[nH]c(=O)c2c1nc(SCCO)n2Cc1ccccc1Cl,8.2%,-5.3%,-18.0%
COc1cccc(C(C)NC(=S)NCc2ccc(F)cc2)c1 (stereo unspecified),-4.6%,2.2%,-37.8%
COc1cccc(/C=C2\SC(=O)NC2=O)c1OCc1ccc(C(=O)O)cc1,-9.7%,-2.2%,-2.9%
Cc1onc(-c2c(F)cccc2Cl)c1C(=O)N[C@H]1C(=O)N2[C@H]1SC(C)(C)[C@H]2C(=O)O,-4.0%[21.6 µM],nt,1.9%[21.4 µM]
O=C1CN(C(=O)COC(=O)CCNS(=O)(=O)c2ccc(Cl)cc2)c2ccccc2N1,6.7%,-12.3%,12.9%
COc1ccc(-c2cc(C(=O)Nc3nc4ccccc4s3)c3ccccc3n2)cc1OC,3.8%,-14.3%,-7.5%
CC(=O)N1CCc2cc(S(=O)(=O)NC(Cc3ccccc3)C(=O)NCc3ccccc3)ccc21 (stereo unspecified),nt,2.0%,-1.1%
CCN(C(=O)c1cc2cc3ccc(C)cc3nc2o1)c1ccc(OC)cc1,9.8%,-13.4%,-19.6%
O=C(CSCc1ccc(F)cc1)Nc1ccc(F)cc1,9.4%,10.8%,-5.6%
CCOc1ccc(NC(=O)CN(C)C(=O)c2cc3c(s2)CCCCC3)cc1OCC,-16.2%,-7.6%,-4.4%
O=C(CCn1c(=O)c2cccn2c2cccnc21)NCc1ccccc1Cl,nt,18.5%,2.4%
O=C(c1ccc([N+](=O)[O-])o1)N(Cc1nnc(-c2ccccc2Cl)o1)C1CC1,nt,-7.5%,2.0%
CCC(C)(C)C1CCC2(CC1)NC(=O)N(CC(=O)N(C)CC(=O)Nc1ccccc1C(F)(F)F)C2=O (stereo unspecified),2.0%,12.3%,0.3%
COc1ccc(CCNC(=O)C2CCCN(Cc3nc(-c4cccc(Cl)c4)oc3C)C2)cc1OC (stereo unspecified),-9.3%,-10.1%,-29.3%
Cc1cccc(CNS(=O)(=O)c2csc(C(N)=O)c2)c1,1.0%,-4.1%&4.0%,-3.2%&1.4%
Cc1ccc(C(Nc2ccccn2)c2ccc3cccnc3c2O)cc1 (stereo unspecified),nt,-17.4%,-10.4%
NC(=O)c1cc(N)ccc1N1CCCC1,-15.9%,-11.5%,1.0%
Cc1ccccc1CN1C[C@@H]2C[C@@H](c3ccc4nsnc4c3)N3CCC[C@@]23C1=O,6.6%,0.7%,-3.3%
COc1ccc(CCN2C(=O)N(c3ccc(F)cc3)C(=O)C2CC(=O)Nc2ccccc2)cc1OC (stereo unspecified),nt,11.9%,-1.4%
O=C(NCCCn1ccnc1)c1ccc(-c2cccc(C(F)(F)F)c2)o1,nt,16.8%,-1.7%
CCOC(=O)COn1c(=O)c(-c2ccc(OC)c(OC)c2)[n+]([O-])c2ccccc21,5.5%,nt,-6.2%
COCCCNCCCOc1ccc(C(C)(C)c2ccccc2)cc1,-9.3%,-3.6%,-1.4%
CC(=O)n1c(C=Nc2ccc(Cl)cc2)c(O)c2ccccc21,4.9%,14.9%,-2.9%

# Whole records, quoted from the list. Screens in order: N370S GC	FEN1 inhibitor	KAT2A inh
# Entry for CCN(C(=O)c1cc2cc3ccc(C)cc3nc2o1)c1ccc(OC)cc1 : 9.8%	-13.4%	-19.6%
# Entry for COc1cccc(/C=C2\SC(=O)NC2=O)c1OCc1ccc(C(=O)O)cc1 : -9.7%	-2.2%	-2.9%
# Entry for COc1ccc(CCNC(=O)C2CCCN(Cc3nc(-c4cccc(Cl)c4)oc3C)C2)cc1OC (stereo unspecified) : -9.3%	-10.1%	-29.3%
# Entry for NC(=O)c1cc(N)ccc1N1CCCC1 : -15.9%	-11.5%	1.0%

# Further records:
SMILES,N370S GC,FEN1 inhibitor,KAT2A inh
Cc1cc(NC2C3CC4CC(C3)CC2C4)n2ncnc2n1 (stereo unspecified),8.0%,0.4%,-6.4%
CCS(=O)(=O)c1ccc2oc(Nc3ccc(C(C)(C)C)cc3)nc2c1,13.4%,-12.2%,-7.6%
COc1ccc(SCCN2CCN(CC(C)C)CCC2=O)cc1,-9.7%&6.3%,3.2%&16.1%,19.2%
Cc1ccccc1OCC(=O)OCC(=O)NCc1ccco1,0.0%,-3.2%,-0.9%
CCCCNC(=O)CN1CCC2(O)CCCCC2C1c1ccccc1OC (stereo unspecified),-3.5%,-0.6%,-3.3%
N#Cc1ccsc1NC(=O)CCN1C(=O)C2CCCCC2C1=O (stereo unspecified),nt,-2.6%,4.0%
Cc1noc(C)c1C(=O)Nc1nc2ccc(F)cc2s1,nt,-11.8%,-5.2%
CCCCOc1ccc(Cc2c(COCC)[nH]c(=S)[nH]c2=O)cc1,?,2.6%,14.5%
CSc1ccc(C2C(C#N)=C(N)N(c3ccccc3)C3=C2C(=O)CCC3)cc1 (stereo unspecified),7.7%,-17.0%,-2.0%
Cn1c(=O)[nH]c(=O)c2c1nc(N1CCNCC1)n2Cc1cccc2ccccc12,-23.2%,2.2%,3.8%
CCN1CCN(C(=O)Cn2nc(C)n3c(cc4c(OC)cccc43)c2=O)CC1,3.5%,-11.0%,-5.2%
CCCc1cc(=O)[nH]c(SCC(=O)N2CCN(S(=O)(=O)c3ccc(C)cc3)C2)n1,12.9%,12.4%,-5.5%
COC(=O)c1sc2ccccc2c1N,?,-7.1%,-9.9%
COC(=O)CSc1snnc1-c1ccc(Cl)cc1Cl,6.5%,-18.2%,-7.9%
COc1ccccc1NC(=O)c1nn(-c2ccccc2)ccc1=O,1.9%,-3.9%,-3.1%
Cc1cc(CNC(=O)COc2ccc(F)cc2Cl)cc(C)c1O,-2.3%,-6.6%,-2.3%
COc1ccc(S(=O)(=O)N2CC(=O)Nc3ccccc32)cc1F,-8.8%,-5.1%,3.7%
Cn1cccc1C(=O)N1CCC2(CC1)CN(C(=O)Nc1cccc(F)c1)C2,6.1%,nt,-9.7%
CCC(C(=O)NC1CCCC1)N(C(=O)Cn1nnc(-c2ccc(C)o2)n1)c1ccc(OC)cc1 (stereo unspecified),?,-11.6%,-6.5%
CCOC(=O)N1CCN(CC(=O)Nc2ccc(C)c(Br)c2)CC1,-0.1%,11.2%,1.7%
CCOC(=O)c1ccc2nc(NC(NC(C)=O)(C(=O)OC)C(F)(F)F)sc2c1 (stereo unspecified),2.7%,-16.0%,1.9%
Cc1cccc(NC(=O)CC(C)(C)C)c1,1.3%,16.9%,3.2%
CS(=O)(=O)N(CC(=O)Nc1ccccc1Br)Cc1ccccc1,1.3%,-1.3%,-7.9%
O=C(NC1=NCCS1)C1CCN(S(=O)(=O)c2ccccc2C(F)(F)F)CC1,nt,15.3%,-0.9%
CC(C)CN(CC(C)C)C(=O)C1CCCN(S(=O)(=O)c2ccc3c(c2)oc(=O)n3C)C1 (stereo unspecified),nt,-0.1%,-2.5%

# 5 compounds from above, reduced to KAT2A inh and N370S GC.
molecule | KAT2A inh | N370S GC
COc1ccccc1NC(=O)c1nn(-c2ccccc2)ccc1=O | -3.1% | 1.9%
COc1cccc(C(C)NC(=S)NCc2ccc(F)cc2)c1 (stereo unspecified) | -37.8% | -4.6%
O=C1CN(C(=O)COC(=O)CCNS(=O)(=O)c2ccc(Cl)cc2)c2ccccc2N1 | 12.9% | 6.7%
CCN1C(=O)c2cccc3c(S(=O)(=O)NC(Cc4c[nH]c5ccccc45)C(=O)O)ccc1c23 (stereo unspecified) | -2.5% | 5.6%
CCCCNC(=O)CN1CCC2(O)CCCCC2C1c1ccccc1OC (stereo unspecified) | -3.3% | -3.5%

# (list continues)
SMILES,N370S GC,FEN1 inhibitor,KAT2A inh
CCOC(=O)Cc1c(C(=O)OCC)nnc2c(-c3ccccc3)c(C)nn12,nt,-17.7%,-1.6%
COC(=O)c1cc(NC(=O)C2(S(=O)(=O)c3ccc(C)cc3)CC2)cc(C(=O)OC)c1,-10.1%,-1.5%,-0.9%
CCN(CC)C(=O)C1CCC(CNS(=O)(=O)c2cccc3nsnc23)CC1 (stereo unspecified),-2.4%,-3.1%,-3.4%
CCc1ccc(NC(=O)c2cc(-c3ccc(F)cc3)on2)cc1,5.5%,1.9%,-3.3%
COC(=O)c1ccc(NS(=O)(=O)c2ccccc2)o1,-3.4%,-11.2%,-3.5%
COc1ccc(NC(=O)C(Cc2ccccc2)NS(=O)(=O)c2ccc3c(c2)oc(=O)n3C)c(OC)c1 (stereo unspecified),nt,17.0%,-7.4%
O=C(NCCCn1ccnc1)c1cc(-c2ccccc2)on1,-0.1%,-4.8%,1.7%
Fc1cccc(COc2ccccc2C(=S)N2CCCC2)c1,10.9%,5.5%,-8.2%
CCOC(=O)c1[nH]c2ccccc2c1NC(=S)Nc1cccc(C)c1,3.3%,-1.4%,2.8%
CCC(C)N(CCNC(=O)CC1Oc2ccc(C)cc2NC1=O)C1CCCCC1 (stereo unspecified),-3.4%,-4.0%,-4.7%
O=C(CN1C(=O)NC2(CCCCCCC2)C1=O)NCc1ccc(Cl)cc1,nt,-3.6%,-1.8%
COc1ccc(NC(=O)C(=O)NCC(c2ccco2)N2CCc3ccccc3C2)cc1OC (stereo unspecified),-3.0%,-13.4%,-4.7%
CCCc1cc(=O)[nH]c(SCC(=O)Nc2ccc3c(c2)CCC3)n1,4.4%,-4.3%,?
CN(C(=O)CCN1CCCO1)C1CCCN(Cc2ccccc2F)C1 (stereo unspecified),0.8%,8.4%,-4.2%
CSCCn1c(C(C)(C)C)cc(C(=O)O)c1C,0.3%,0.4%,-8.9%
Cc1cc2ncc(-c3cccs3)nc2cc1C,?,0.9%,0.0%

# A portion of the library; the hit share may differ from the screen's.
